Source: PubChem
MEP2-GFP yeast: modulators of TOR pathway MEP2-GFP in S. cerevisiae. S. cerevisiae MEP2-GFP strain, flow cytometry GFP, 3 h; 100% = DMSO control level. GFP response vs DMSO, % at 10 µM. 330,000 compounds, 0.51% hits. AID 2016;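 active means GFP response versus DMSO above a set limit, roughly screen mean plus 3 SD, cut at about 180% in these data; inconclusive means fewer than 70 cells counted for a yeast strain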;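 further: median GFP fluorescence of the barcode-gated MEP2-GFP cells per well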
Yeast superoxide: caloric restriction mimetics inhibiting age-related superoxide in yeast | S. cerevisiae aged cells, superoxide DHE fluorescence; hits give low values | superoxide response (% of plate mean), % at 10 µM | 330,000 compounds, 0.18% hits | AID 2690;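 active means superoxide response under a set limit, about three screen SD below normal, cut at about 65% in these data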;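 further: yeast aged for seven days with compound at 30 °C before DHE staining; 100% = average MFI of all compound-treated wells on the plate with controls excluded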
AHR act: activates the human aryl hydrocarbon receptor. 320,000 compounds, 2.5% hits. P35869. activation, % at 5 µM. AHR-responsive luciferase reporter cells, luminescence; in the data active means activation above about 47%;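 further: 0% = vehicle wells and 100% = reference agonist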
procasp7 counter: counter-screen for procaspase-3 activators: activators of human procaspase-7; P55210; recombinant procaspase-7, Ac-DEVD-pNA absorbance 405 nm; D23A/D198A/D206A triple mutant, cannot self-cleave; scale: DMSO 0, 5 µM enzyme 100; activation, % at 8.5 µM; 330,000 compounds, 0.093% hits; AID 463210;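 active means percent activation above the screen-wide mean plus 3 SD, cut at about 25% in these data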
Target sequence (P55210 whole entry D23A/D198A/D206A): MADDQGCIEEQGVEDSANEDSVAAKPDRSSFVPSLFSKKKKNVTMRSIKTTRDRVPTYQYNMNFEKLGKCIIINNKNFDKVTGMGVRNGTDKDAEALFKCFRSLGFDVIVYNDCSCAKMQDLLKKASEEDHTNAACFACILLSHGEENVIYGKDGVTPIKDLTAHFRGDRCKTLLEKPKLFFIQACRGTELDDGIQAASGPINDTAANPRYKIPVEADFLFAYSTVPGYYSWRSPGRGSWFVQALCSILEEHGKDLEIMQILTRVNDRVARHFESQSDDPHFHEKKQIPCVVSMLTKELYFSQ
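signal = Epi-absorbance of released pNA at 405 nm, two timepoints | assay system = Uncleavable procaspase-7 mutant enzyme | reagent = Ac-DEVD-pNA substrate, 400 µM as added | times = 1 h enzyme–compound preincubation and 2 h substrate reaction, both 25 °C | benchmarks = low DMSO alone, high DMSO plus 5 µM PC-7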
procasp3 activ: activates human procaspase-3; P42574; recombinant procaspase-3 D3A, Ac-DEVD-pNA absorbance 405 nm; activation, % at 8.5 µM; 330,000 compounds, 0.11% hits;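 active means activation above the mean of all tested compounds plus 3 SD, cut at about 21% in these data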;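 further: 0% = DMSO alone and 100% = DMSO wells spiked with extra 5 µM PC-3 D3A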
Target sequence (P42574 whole entry D9A/D28A/D175A): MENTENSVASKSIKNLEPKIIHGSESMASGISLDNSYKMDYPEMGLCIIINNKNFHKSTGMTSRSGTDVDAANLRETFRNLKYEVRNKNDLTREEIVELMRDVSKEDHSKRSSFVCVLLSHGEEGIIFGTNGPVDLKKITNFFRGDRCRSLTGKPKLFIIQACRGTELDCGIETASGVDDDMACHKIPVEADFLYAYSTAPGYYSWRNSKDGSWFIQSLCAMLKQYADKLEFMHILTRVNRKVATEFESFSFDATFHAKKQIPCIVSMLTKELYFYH
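material = Procaspase-3 D3A mutant | probe or stimulus = Ac-DEVD-pNA | compound = single dose, 8.5 µM nominal compound, 0.8% DMSO | timing = 1 h preincubation, 2 h reaction | measured by = 405 nm absorbance of p-nitroaniline, reads at 0 and 120 min | benchmarks = DMSO-only low control, 5 µM PC-3 D3A high control | repeats = singlicate, each compound tested once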
RPL19A-GFP yeast: yeast TOR pathway RPL19A-GFP modulation; S. cerevisiae RPL19A-GFP strain, flow cytometry, 3 h; hits give low values; AID 2025; percent response vs DMSO, % at 10 µM; 330,000 compounds, 0.3% hits;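 active means percent response vs DMSO below 50%; inconclusive means fewer than 70 events counted for the yeast strain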;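 further: median channel GFP fluorescence of the barcoded RPL19A-GFP strain; ratio of sample median GFP to plate DMSO average so 100% = DMSO; lower means less RPL19A-GFP as with rapamycin TOR inhibition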
GASC-1 inh: inhibitors of human GASC-1 (JMJD2C) demethylase. Q9H3R0. GST-JMJD2C(1-420) H3K9me3 demethylation, DELFIA europium. inhibition, % at 2.35 µM. 330,000 compounds, 0.069% hits;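 active means more than half of a compound's replicate wells show inhibition beyond 50%, single wells judged on their own value; inconclusive means some, but no more than half, of replicates pass 50% inhibition; inactive means no replicate passes 50% inhibition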;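 further: signal counts dimethyl H3K9 product captured on neutravidin plate; 0% = median of DMSO wells and 100% = 0.3 times that DMSO median; strong numbers were not always called active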
Target sequence (Q9H3R0 1-420 limits assumed): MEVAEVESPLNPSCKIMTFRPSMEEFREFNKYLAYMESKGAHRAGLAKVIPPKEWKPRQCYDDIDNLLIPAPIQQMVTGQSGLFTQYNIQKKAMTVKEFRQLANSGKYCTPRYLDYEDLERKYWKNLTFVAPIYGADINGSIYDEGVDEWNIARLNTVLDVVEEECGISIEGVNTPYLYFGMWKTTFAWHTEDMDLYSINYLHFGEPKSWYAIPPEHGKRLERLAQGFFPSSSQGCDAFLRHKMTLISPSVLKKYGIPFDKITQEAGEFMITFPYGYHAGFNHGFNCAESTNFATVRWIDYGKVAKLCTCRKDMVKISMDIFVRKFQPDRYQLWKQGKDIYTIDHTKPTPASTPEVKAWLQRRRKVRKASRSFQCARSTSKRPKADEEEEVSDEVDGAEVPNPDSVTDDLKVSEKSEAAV
LAP4 TOR yeast: modulators of TOR pathway LAP4-GFP in S. cerevisiae. 320,000 compounds, 0.34% hits. S. cerevisiae LAP4-GFP multiplex, flow cytometry GFP, 3 h; median GFP as percent of DMSO wells. GFP response vs DMSO, % at 10 µM;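 active means GFP response vs DMSO above a set limit, about the screen mean plus 3 SD, cut at about 150% in these data; inconclusive means under 70 cell events counted for the yeast strain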
The depositor's hits bear a star; ? = inconclusive; . = no result given; [ ] = remark or other dose. Compounds as they come; about 3.8% have a hit in one of these screens.

Compound,MEP2-GFP yeast,Yeast superoxide,AHR act,procasp7 counter,procasp3 activ,RPL19A-GFP yeast,GASC-1 inh,LAP4 TOR yeast
O=C(Nc1cc(Cl)ccc1-n1cncn1)c1cc(F)cc(F)c1,99.4,109.9,40.6,-6.7,6.9,102.8,-3.2,129.4
COc1ccc(-n2c(C)nc3c(cnn3-c3ccc(Cl)cc3)c2=O)cc1,99.0,89.4,0.8,4.5,-1.9,104.2,2.7,100.2
CCOC(=O)c1cc(C)sc1NC(=O)CN1CCN(C(=O)C2CCCO2)CC1 (stereo not drawn),96.5,115.3,4.0,2.7,0.8,95.6,25.5,87.0
O=[N+]([O-])c1cc(-c2nnc(C34CC5CC(CC(C5)C3)C4)o2)cc([N+](=O)[O-])c1,106.1,92.0,-2.8,1.1,-6.2,99.1,-0.2,110.8
CCOc1ccc(NC(=O)CSc2nnc(-c3ccncc3)n2CC2CCCO2)cc1 (stereo not drawn),105.9,90.2,1.2,11.3,4.0,99.6,-2.9,102.9
CC1(c2ccc(OC(F)F)cc2)NC(=O)N(CC(=O)N2c3ccccc3NC(=O)C2(C)C)C1=O (stereo not drawn),99.3,93.3,0.1,1.8,5.4,95.2,.,92.0
CC(=O)C[C@H]1c2cc(C(F)(F)F)ccc2S(=O)(=O)N1C1CCCCC1,93.0,101.2,-0.6,11.6,3.7,96.0,-3.8,133.8
Cc1ccc(NC(=S)c2ccc(N(C)C)cc2)cc1,103.5,118.0,10.8,-8.6,-4.3,104.8,-0.6,112.1
O=C(CN(Cc1cccs1)S(=O)(=O)c1ccc(S(=O)(=O)NC2CCCCC2)cc1)Nc1ccccc1,108.7,100.5,-0.2,4.6,3.4,104.0,1.4,100.6
O=C1NNC(=O)C2C3C=CC(C4CC34)C12 (stereo not drawn),100.8,88.0,0.6,6.5,10.5,98.5,.,105.8
CN(Cc1ccccc1)C(=S)NC(=O)C1CCCCC1,108.5,106.4,-0.1,4.5,1.5,101.2,-6.9,105.8
Cc1ccc(NC2=C/C(=N/S(=O)(=O)c3cccs3)c3ccccc3C2=O)cc1,100.8,95.1,-1.9,-7.4,2.7,103.3,2.8,88.2
COc1cc(NC(=O)c2ccco2)c(C(=O)O)cc1OC,96.8,103.0,-3.2,-4.7,-3.7,99.6,0.4,96.5
Cc1ccc2nc(N3C(=O)C(O)=C(C(=O)c4ccc(C)o4)C3c3cccc(O)c3)sc2c1 (stereo not drawn),97.4,119.9,3.6,-8.3,3.8,97.3,14.9,102.8
Cc1nn(-c2ccccc2)c(C)c1C(=O)NCc1cccs1,100.8,98.8,-0.9,5.7,8.2,100.8,5.7,91.9

A portion from further up, for reference:
Compound,MEP2-GFP yeast,Yeast superoxide,AHR act,procasp7 counter,procasp3 activ,RPL19A-GFP yeast,GASC-1 inh,LAP4 TOR yeast
CC(=O)C[C@H]1c2cc(C(F)(F)F)ccc2S(=O)(=O)N1C1CCCCC1,93.0,101.2,-0.6,11.6,3.7,96.0,-3.8,133.8
Cc1ccc(NC(=S)c2ccc(N(C)C)cc2)cc1,103.5,118.0,10.8,-8.6,-4.3,104.8,-0.6,112.1

New compounds follow
Compound,MEP2-GFP yeast,Yeast superoxide,AHR act,procasp7 counter,procasp3 activ,RPL19A-GFP yeast,GASC-1 inh,LAP4 TOR yeast
Cc1cc2nn(-c3cccc4ccccc34)nc2cc1NC(=O)c1cccs1,106.1,110.4,57.1*,12.2,16.1,102.9,-11.8,103.6
CCc1ccccc1NC(=O)C1CCN(c2cnccn2)CC1,113.8,96.9,-0.6,-0.8,7.9,98.0,-1.5,93.1
O=C(Nc1nnc(S(=O)(=O)N2CCCCCC2)s1)c1ccccc1F,92.8,99.5,1.4,4.8,3.8,99.7,-8.9,107.4
COC(=O)[C@]1(C)N[C@H](CN(C)S(=O)(=O)c2ccc(F)cc2)[C@@H]2C(=O)N(Cc3ccccc3)C(=O)[C@@H]21,99.7,81.4,0.5,2.1,-3.4,105.1,.,102.0
COc1ccccc1C1=NOC(COc2ccc3c(C)cc(=O)oc3c2)C1 (stereo not drawn),103.5,117.0,-7.6,6.8,13.2,100.6,-31.4,.
Cc1cc2oc(=O)c(CC(=O)O)c(C)c2c2occ(C(C)(C)C)c12,106.2,111.6,2.0,4.9,-7.0,107.0,-8.8,101.8
O=S(=O)(CCSc1nc2ccccc2o1)Cc1ccccc1,96.7,98.9,0.7,0.3,1.7,117.5,-6.2,81.5
CCN(CC(=O)NCCCn1ccnc1)S(=O)(=O)c1ccc(C)cc1,98.0,93.7,0.9,1.2,4.8,96.9,-15.4,84.7
CS(=O)(=O)Nc1ccc(-c2nnc3n2CCCCC3)cc1,102.5,111.7,-2.0,-3.0,9.4,103.9,0.1,102.5
CCN(CC)c1ncnc2c1cnn2C,103.0,116.5,1.1,10.3,8.0,97.5,-3.4,101.9
O=C(C(=O)N1CCCCC1)c1cn(CC(=O)N2CCCCCC2)c2ccccc12,96.0,106.5,7.1,-1.9,5.8,111.3,0.3,69.8
CS(=O)(=O)c1ccc(NS(=O)(=O)c2ccc(Cl)c(C(=O)NC3=NCCS3)c2)cc1,104.6,79.8,-1.2,-3.3,-0.1,100.5,3.1,94.6
C=CCn1c(Br)nc2c1c(=O)[nH]c(=O)n2C,106.1,97.7,2.3,6.8,-4.7,105.5,6.0,109.8
Cc1[nH]c2ccc(C(=O)NC3CCCC3)cc2c1C,96.0,83.4,1.3,18.9,8.2,96.1,-3.6,95.8
O=C(c1cccc(S(=O)(=O)N2CCOCC2)c1)N1CCN(S(=O)(=O)c2cccs2)CC1,113.0,96.8,1.0,-0.1,2.7,101.1,-1.5,107.0
CCOC(=O)c1sc(NC(=O)CSc2nnnn2-c2ccccc2)nc1C,108.5,79.0,2.6,-2.6,3.7,107.1,-0.9,99.0
COC(=O)/C=C/S(=O)(=O)c1ccc(NC(C)=O)cc1,?,143.3,-0.1,-37.1,-23.1,?,3.5,?
Nc1nc(CN2CCN(c3ccccc3)CC2)nc(Nc2ccc(Cl)cc2)n1,105.8,88.4,4.7,-11.0,-2.6,109.5,-0.7,92.9
Cc1[nH]n(-c2ccccc2)c(=O)c1/C=N/O,102.6,112.6,-0.1,-2.3,-1.5,96.9,-3.0,99.6
COc1ccc(OCC(=O)N2CCN(C(=O)c3cccc4ccccc34)CC2)cc1,96.1,83.7,0.9,-0.3,-4.7,99.4,-0.6,97.1
COc1ccc(NC(=O)CCC(=O)N2CCOCC2)c([N+](=O)[O-])c1,91.4,111.3,-2.8,4.8,-3.5,93.3,-7.9,100.0
CCCC(=O)N1c2ccccc2C(=C2SC(C(=O)OC)=C(C(=O)OC)S2)C(=S)C1(C)C,96.8,107.7,1.0,1.6,-1.7,97.5,14.5,106.7
CCC(Oc1ccccc1C)C(=O)N1CCCN(C)CC1 (stereo not drawn),99.9,105.2,-2.7,11.3,-3.4,102.6,2.8,96.9
O=C(Nc1cccc(S(=O)(=O)N2CCOCC2)c1)c1cnccn1,91.8,105.2,2.4,-3.5,-2.6,101.6,-17.8,105.0
Cc1ccnc(NC(=O)C(C)n2cc([N+](=O)[O-])cn2)c1 (stereo not drawn),98.0,115.2,0.5,13.7,2.8,97.6,8.6,100.4
O=C1CC(N2CCN(c3ccc(C(=O)c4ccc(F)cc4)cc3)CC2)C(=O)N1 (stereo not drawn),92.5,85.3,11.7,-16.7,-1.0,93.6,4.8,97.7
Cc1nc2c(sc3nc(N4CCOCC4)c4c(c32)CC(C)(C)OC4)c(-c2ccc(Cl)cc2)c1C(=O)O,96.8,116.2,-3.9,-9.2,26.1*,96.1,-5.8,107.5
CCC(C)C(=O)Nc1nc(C)c(-c2csc(Nc3ccc(Cl)cc3)n2)s1 (stereo not drawn),.,.,50.9*,-21.1,-14.7,.,-7.0,.
CC(=O)Nc1ccc(N2CCCC2)cc1,95.0,76.8,1.0,-4.8,1.9,90.9,1.6,87.5
CN(CC(=O)Nc1ccccc1Cl)C(=O)CSc1nnc(N)s1,129.0[may fluoresce violet],98.9,2.6,-11.9,-11.4,40.3*[may fluoresce violet],-12.4,?
COc1ccc2cc(/C(C)=N/NC(=O)C3CC3)ccc2c1,99.1,71.4,14.9,4.8,-0.1,95.7,4.1,105.5
Cc1nc2ccccc2c2oc(C(=O)Nc3ccc4c(c3)OCCO4)cc12,111.0,96.5,-3.2,-9.9,3.8,98.2,-2.0,98.5
Cc1ccc(C)c(N(C(=O)c2ccco2)C(C(=O)NC2CCCC2)c2ccco2)c1 (stereo not drawn),100.6,100.4,1.8,2.4,4.7,99.2,-2.1,93.8
COc1ccc(-c2nnc(SCC(=O)N3CCCC3=O)n2N)cc1OC,91.9,101.3,1.7,-6.4,-16.4,92.0,-5.0,99.8
CC1(C)CC(=O)C(C2C3=C(CC(C)(C)CC3=O)Oc3ccc4ccccc4c32)C(=O)C1 (stereo not drawn),109.9,107.8,13.4,-9.7,-9.0,96.9,2.5,99.4
CN(c1cccc(NC(=O)CSc2ccc(Cl)cc2)c1)S(C)(=O)=O,104.1,100.4,5.6,-7.0,6.7,104.1,-0.2,104.0
COc1cccc(CSc2nc3nc(C)cc(C)n3n2)c1,93.8,95.5,-0.8,-9.8,-3.6,88.0,-11.9,80.5
Cc1c(C)c2c(OCC(=O)NCC(=O)NCC(=O)O)cc3c(c2oc1=O)CCC(C)(C)O3,101.9,97.5,2.4,-4.3,2.5,101.3,4.3,96.1
COc1ccc(/C=C/C(=O)OC(C)CN2CCOCC2)cc1 (stereo not drawn),107.3,106.0,0.1,12.9,1.6,105.6,0.5,88.3
CCN(CC(=O)NCc1cccs1)C(=O)/C=C/c1cccc(Br)c1,92.2,98.3,0.1,0.2,15.6,96.2,-5.5,99.1
C#CCOCCOCCOCCNc1nc(N2CCN(C(=O)C([C@@H](C)CC)n3cc(C(N)CO)nn3)CC2)nc(N2CCN(C(=O)C([C@@H](C)CC)n3cc(C(N)COC(=O)C(F)(F)F)nn3)CC2)n1 (stereo partly drawn),118.0,99.3,-2.6,5.1,0.4,97.1,0.6,101.5
Cc1ccc(S(=O)(=O)N(Cc2cc3cccc(C)c3[nH]c2=O)c2ccccc2)cc1,105.6,103.9,5.2,-1.2,11.1,95.5,9.3,87.1
CC(C)OCCCn1c(=S)[nH]c2cc3c(cc2c1=O)OCO3,112.0,96.2,24.7,-5.7,3.6,102.7,29.0,106.2
CCOc1ccc(NC(=O)N2CC(C)OC(C)C2)cc1 (stereo not drawn),112.7,95.9,.,.,.,112.5,0.9,104.6
O=C(O)C1Nc2c(Cl)cc(Cl)c(Cl)c2C2C=CCC12 (stereo not drawn),106.5,97.9,3.0,-0.9,-5.7,98.8,3.4,88.1
O=C(Nc1ccccc1)c1ccc(-c2ccc(Br)cc2)o1,105.9,99.6,11.7,15.4,4.1,117.0,9.4,129.0
